Growth percent in the NCI-60 one-dose screen (48 h, 10 µM unless noted): 100 = growth as untreated, 0 = no growth, -100 = all killed.
HCC-2998: HCC-2998 colon cancer | 79,000 tested, 4.7% active
SF-268: SF-268 CNS cancer cells. 82,000 tested, 3.1% active. AID 1794759
SW-620: SW-620 colon cancer; 82,000 tested, 5.2% active; AID 1794795
SNB-75: SNB-75 CNS cancer | 79,000 tested, 5% active | AID 1794750
KM12: KM12 colon cancer cells; 82,000 tested, 5% active
HCT-15: HCT-15 colon cancer | 82,000 tested, 5.2% active | AID 1794746
HCT-116: HCT-116 colon cancer; 82,000 tested, 7.3% active
SNB-19: SNB-19 CNS cancer cells; 81,000 tested, 2.5% active; AID 1794751
HT29: HT29 colon cancer. 81,000 tested, 7.4% active
* marks the source's active call; other numbers are inactive results; . = not tested or not shown. Rule for the calls: active = growth percent below 10; inactive = the rest. Hits appear at their usual frequency; about 11% have a hit in one of these screens.

no. | canonical_smiles | SF-268 | KM12 | SNB-19 | SW-620 | HT29 | HCC-2998 | SNB-75 | HCT-15 | HCT-116
1 | CC(C)Cc1ccc(C[N+]23CN4CN(CN(C4)C2)C3)cc1 | 109 | 107 | 106 | 107 | 93 | 110 | 86 | 97 | 103
2 | CC(C)OC(=O)[C@]12CCC(C)(C)C[C@H]1C1=CC[C@@H]3[C@@]4(C)C/C(=C/c5ccco5)C(=O)C(C)(C)[C@@H]4CC[C@@]3(C)[C@]1(C)CC2 | 106 | 105 | 93 | 101 | 106 | 105 | 93 | 92 | 97
3 | N#Cc1ccccc1/C=N/NC1=NCCN1S(=O)(=O)c1ccc([N+](=O)[O-])cc1 | 96 | 105 | 101 | 95 | 106 | 102 | 80 | 102 | 101
4 | O=C(O)CN1C(=O)C2C3CCC(C3)C2C1=O (stereo not drawn) | 101 | 100 | 107 | 106 | 106 | 134 | 110 | 101 | 102
5 | Cc1nn(CC(O)c2ccccc2)c(N)c1C(=O)N/N=C\c1ccc(OC(F)F)c(OCc2ccccc2)c1 (stereo not drawn) | 90 | 90 | 94 | 101 | 96 | 102 | 78 | 86 | 89
6 | CCCCn1c(=O)c(-c2cc(-c3ccccc3)nc(-c3ccccc3)c2)cc2cc(C)ccc21 | 99 | 102 | 96 | 97 | 96 | 105 | 95 | 103 | 91
7 | CCCCOc1nc2ccccc2cc1/C=C/C(=O)c1c(O)c2ccccc2oc1=O | 90 | 103 | 103 | 113 | 102 | 107 | 85 | 104 | 84
8 | CCOC(=O)C(C#N)Cc1ccccc1 (stereo not drawn) | 113 | 133 | 100 | 117 | 104 | 118 | 99 | . | 112
9 | COc1ccc2nc3ccc(OC)cc3c(SCCCN)c2c1 | 94 | 83 | 95 | 18 | 37 | 105 | 89 | 47 | -50*
10 | COc1ccccc1C(=O)Nc1cccc(C2CCc3c(cc(OC)c(OC)c3OC)O2)c1 (stereo not drawn) | 97 | 104 | 97 | 93 | 92 | 105 | 97 | 95 | 87
11 | Cc1cc(C)nc(NS(=O)(=O)c2ccc(NC(=O)Nc3cc(Cl)ccc3Cl)cc2)n1 | 108 | 100 | 92 | 103 | 117 | 120 | 89 | 101 | 101
12 | O=C(c1nn(Cc2ccccc2)c2c1CC(NCc1ccc(F)cc1)CC2)N1CCCCC1 (stereo not drawn) | 97 | 105 | 99 | 102 | 102 | 108 | 96 | 103 | 93
13 | Clc1ccc2c(NCCNc3nc(Cl)nc4ccccc34)ccnc2c1 | -58* | -76* | -50* | -77* | -92* | -64* | -93* | -68* | -97*
14 | Nc1cc(S(=O)(=O)O)ccc1S(=O)(=O)O | 105 | 110 | 105 | 110 | 109 | 108 | 97 | 117 | 102
15 | O=c1c2c3c(sc2[nH]c(=S)n1-c1ccc(S(=O)(=O)Nc2ccc(Cl)nn2)cc1)CCCC3 | 84 | 91 | 90 | 97 | 98 | 101 | 62 | 89 | 94
16 | N#CCCN1CCN(CCC#N)CC1 | 100 | 103 | 117 | 101 | 110 | 103 | 102 | 108 | 101
17 | Oc1ccc(O)c(-c2ccccc2)c1 | 54 | 41 | 68 | 79 | 102 | 66 | 58 | 23 | 47
18 | Cc1ccc(-n2cc(/C=C/C(=O)c3ccc(O)cc3)c(-c3ccc(S(C)(=O)=O)cc3)n2)cc1 | 86 | 38 | 76 | 34 | 29 | 104 | 88 | 26 | 27
19 | C/C(=C\C(=O)c1cccc([N+](=O)[O-])c1)c1cccc([N+](=O)[O-])c1 | 95 | 93 | 98 | 86 | 100 | 97 | 86 | 90 | 92
20 | COc1cccc(C2(Cc3cccc(Cl)c3)C(=O)Nc3cccc(Cl)c32)c1 (stereo not drawn) | 88 | 82 | 96 | 104 | 76 | 109 | 86 | 77 | 71

The list continues.
no. | canonical_smiles | SF-268 | KM12 | SNB-19 | SW-620 | HT29 | HCC-2998 | SNB-75 | HCT-15 | HCT-116
21 | COc1ccc(C(=O)C/C(=C/c2ccc(-c3ccc(Cl)cc3)o2)C(=O)NCc2ccccc2)cc1 | 117 | 100 | 84 | 110 | 98 | 111 | 83 | 96 | 85
22 | CCN(CCO)CC(O)Cn1cnc2c(N)ncnc21 (stereo not drawn) | 105 | 105 | 106 | 111 | 112 | 122 | 88 | 104 | 106
23 | O=[N+]([O-])CC1=CCCCC1 | 95 | 112 | 106 | 107 | 102 | 105 | 99 | 103 | 96
24 | COc1ccc(Nc2nc(N)nc(N)c2N)cc1 | 107 | 104 | 98 | 100 | 107 | 104 | 85 | 104 | 102
25 | CN1CCN(CCC(=O)Nc2cccc(-n3cc(-c4ccncc4)c(-c4ccc(Cl)c(O)c4)n3)c2)CC1 | 51 | 31 | 55 | 21 | 4.9* | 82 | 25 | 39 | 19
26 | NC(=O)c1cc2ccccc2s1 | 97 | 103 | 101 | 104 | 88 | 98 | 90 | 103 | 86
27 | O=c1oc2cc(O)ccc2c2ccccc12 | 106 | 102 | 100 | 110 | 110 | 109 | 87 | 103 | 104
28 | Cc1ccc(N=Nc2c(N)nn(-c3ccccc3)c2N)cc1 | 55 | 28 | 47 | 23 | 12 | 46 | 33 | 21 | 16
29 | COc1ccc(C(=O)c2ccccc2C(=O)O)cc1 | 106 | 109 | 104 | 100 | 100 | 109 | 105 | 98 | 97
30 | c1ccc(Nc2cc(-c3cccnc3)[nH]n2)cc1 | 86 | 96 | 78 | 115 | 100 | 104 | 53 | 101 | 105
31 | CCC/C=C/C=N/NC(=S)NCc1ccccc1 | 102 | 99 | 98 | 104 | 100 | 109 | 90 | 102 | 94
32 | CCN(CCO)CC(C)Nc1ccc([N+](=O)[O-])c2sc3ccccc3c(=O)c12 (stereo not drawn) | 36 | 38 | 43 | 19 | 11 | 39 | 36 | 27 | 12
33 | O=C(c1ccc(Br)cc1)c1cc2ccccc2o1 | 99 | 99 | 93 | 106 | 92 | 100 | 97 | 97 | 99
34 | O=C1/C(=C2\SC(=S)N(C3CCCC3)C2=O)SC(=S)N1C1CCCC1 | 97 | 106 | 96 | 103 | 98 | 99 | 96 | 105 | 98
35 | CCCCCCCCc1ccc(C(=O)Nc2ccc(C)cc2C(=O)O)cc1C | 100 | 80 | . | 97 | 108 | 106 | 92 | 94 | 84
36 | COc1ccc(/C=N\N=C(\C)c2nnn(-c3ccc(Cl)cc3)c2C)cc1OC | 99 | 103 | 101 | 101 | 107 | 102 | 88 | 99 | 108
37 | OC(c1cccc(C(F)(F)F)c1)c1cnccc1NC1CCCCCC1 (stereo not drawn) | 60 | 4.0* | 69 | 3.2* | -6.4* | -70* | . | 8.2* | 14
38 | C[N+](C)(C)CCOC(=O)c1ccccc1OCc1ccccc1 | 97 | 109 | 99 | 98 | 112 | 98 | 89 | 95 | 100
39 | COc1ccc(C(=O)/C=C/c2ccc3c(c2)Cc2ccccc2-3)cc1S(N)(=O)=O | 117 | 100 | 98 | 104 | 117 | 111 | 111 | 107 | 105
40 | O=C(c1ccccc1)c1ccc[nH]1 | 107 | 104 | 100 | 104 | 108 | 101 | 97 | 108 | 97

Along the list, quoted from above:
Compounds 30 to 39 in HT29 read 100, 100, 11, 92, 98, 108, 107, -6.4*, 112, 117
Compounds 30 to 39 in KM12 read 96, 99, 38, 99, 106, 80, 103, 4.0*, 109, 100
Compounds 30 to 39 in SNB-75 read 53, 90, 36, 97, 96, 92, 88, ., 89, 111

Sorted by molecular weight (ascending): some entries from above.
no. | canonical_smiles | SF-268 | KM12 | SNB-19 | SW-620 | HT29 | HCC-2998 | SNB-75 | HCT-15 | HCT-116
24 | COc1ccc(Nc2nc(N)nc(N)c2N)cc1 | 107 | 104 | 98 | 100 | 107 | 104 | 85 | 104 | 102
14 | Nc1cc(S(=O)(=O)O)ccc1S(=O)(=O)O | 105 | 110 | 105 | 110 | 109 | 108 | 97 | 117 | 102
18 | Cc1ccc(-n2cc(/C=C/C(=O)c3ccc(O)cc3)c(-c3ccc(S(C)(=O)=O)cc3)n2)cc1 | 86 | 38 | 76 | 34 | 29 | 104 | 88 | 26 | 27

Compound profiles, as listed above. Values in the order: SF-268, KM12, SNB-19, SW-620, HT29, HCC-2998, SNB-75, HCT-15, HCT-116
Record of `COc1ccc(C(=O)C/C(=C/c2ccc(-c3ccc(Cl)cc3)o2)C(=O)NCc2ccccc2)cc1` → 117, 100, 84, 110, 98, 111, 83, 96, 85
Record of `CCN(CCO)CC(O)Cn1cnc2c(N)ncnc21` (stereo not drawn) → 105, 105, 106, 111, 112, 122, 88, 104, 106
Record of `NC(=O)c1cc2ccccc2s1` → 97, 103, 101, 104, 88, 98, 90, 103, 86

(further entries)
no. | canonical_smiles | SF-268 | KM12 | SNB-19 | SW-620 | HT29 | HCC-2998 | SNB-75 | HCT-15 | HCT-116
41 | Nc1c(Cl)cc(S(=O)(=O)O)cc1Br | 103 | 103 | 109 | 107 | 125 | 161 | 99 | 119 | 121
42 | O=c1[nH]c(=O)c2[nH]c(=O)n(-c3ccccc3)c2[nH]1 | 102 | 111 | 100 | 100 | 102 | . | 96 | 121 | 94
43 | S=C=Nc1ccc(N=C=S)cc1 | 113 | 108 | . | 117 | 97 | 106 | 95 | 110 | 104
44 | CC1(C)CC[C@]2(C(=O)O)CC[C@]3(C)C(=CCC4[C@@]5(C)C[C@@H](O)[C@@H]6OC(c7ccccn7)OC[C@@]6(C)C5CC[C@]43C)C2C1 (stereo partly drawn) | 59 | 23 | 61 | 47 | 55 | 61 | 88 | 38 | 23
45 | CC(C)(CCN=C(N)Nc1ccccn1)c1ccc(C(F)(F)F)cc1 | 51 | 13 | 37 | -11* | -15* | -25* | 48 | 9.4* | -45*
46 | CC(=O)N1N=C(N)SC1c1ccc(Cl)c(Cl)c1 (stereo not drawn) | 104 | 103 | 105 | 102 | 100 | 106 | 95 | 101 | 104
47 | O=C(CI)NC(Cc1c[nH]c2ccccc12)C(=O)O (stereo not drawn) | 94 | 99 | 106 | 99 | 66 | 102 | 81 | 108 | 98
48 | Fc1ccc(CCOc2cccc(CNCc3ccncc3)c2)cc1 | 90 | 94 | 96 | 95 | 103 | 94 | 104 | 90 | 87
49 | CC[N+](C)(CC)CC | 104 | 108 | 102 | 102 | 112 | 104 | 94 | 106 | 104
50 | C=C1CC[C@@H]2[C@](C)(COC(C)=O)[C@H](OC(C)=O)CC[C@@]2(C)[C@@H]1CC(NC1CCCC1)C1=CCOC1=O (stereo partly drawn) | 77 | 74 | . | 67 | 76 | 90 | 68 | 67 | 45
51 | O=C1C(N2CCOCC2)=Cc2cccc3cccc1c23 | 94 | 96 | 92 | 98 | 92 | . | 87 | 93 | 95
52 | Brc1cnc2[nH]cc(-c3csc(-c4c[nH]c5ncccc45)n3)c2c1 | 89 | 53 | 97 | 76 | 89 | 95 | 75 | 55 | 53
53 | N=Nc1c(O)[nH]c2ccccc12 | 107 | 108 | 98 | 103 | 108 | 98 | . | 100 | 93
54 | O=C1NC(O)(c2ccccc2)c2ccccc21 (stereo not drawn) | 109 | 109 | 100 | 108 | 95 | 106 | 104 | 102 | 97
55 | COc1cc([C@H]2OC[C@H]3[C@@H]2CO[C@@H]3c2cc(OC)c(O)c(OC)c2)cc(OC)c1O | 99 | 97 | 108 | 101 | 97 | 98 | 76 | 100 | 97
56 | O=c1oc2c(cc1-c1ccc([N+](=O)[O-])cc1)C(O)Oc1ccccc1-2 (stereo not drawn) | 95 | 95 | 83 | 92 | 100 | 94 | 111 | 92 | 95
57 | CC(C)CCNC(=O)Cn1ccc(Nc2ccccc2)cc1=O | 103 | 107 | 104 | 110 | 109 | 105 | 93 | 102 | 104
58 | CC1=Nc2ccccc2N=C(C)C1 | 107 | 104 | 99 | 106 | 111 | 104 | 88 | 101 | 105
59 | COc1ccc(/C=C2\Oc3cc(OCCCN4CCCC4)ccc3C2=O)cc1OC | 89 | 91 | 88 | 100 | 67 | 123 | . | 86 | 82
60 | Cn1c(=O)c2[nH]c(/N=N/SCCO)nc2n(C)c1=O | 108 | 99 | 108 | 98 | 94 | 104 | 83 | 99 | 102

(list continues)
no. | canonical_smiles | SF-268 | KM12 | SNB-19 | SW-620 | HT29 | HCC-2998 | SNB-75 | HCT-15 | HCT-116
61 | C/C=C/[C@H](O)[C@H](O)/C=C/c1cccc(OC)c1CO | 101 | 109 | 104 | 101 | 100 | 99 | 117 | 105 | 91
62 | Cc1ccc(NC(=O)c2ccc(Nc3ncnc4c3cnn4-c3cccc(F)c3)cc2)cc1 | 97 | 102 | 94 | 101 | 99 | 107 | 94 | 100 | 101
63 | CC(C)(C)C(S)CS (stereo not drawn) | 101 | 106 | 104 | 99 | 125 | 105 | 98 | 99 | 100
64 | O=C(O)c1ccc(-c2nn(-c3ccc(C(=O)O)cc3)cc2CNc2ccc(Br)cc2)cc1 | 94 | 98 | 105 | 107 | 99 | 102 | 98 | 100 | 101
65 | Cc1cc(C)c(SSc2nnnn2-c2ccccc2)c(C)c1 | 106 | 101 | 100 | 102 | 116 | 113 | 84 | 92 | 96
66 | CCCCN1CCN(c2ccc3nc(-c4ccc5nc(-c6cc(OC)ccc6OC)[nH]c5c4)[nH]c3c2)CC1 | 102 | 107 | 103 | 105 | 92 | 105 | 86 | 82 | 97
67 | CC(=O)c1sc(/N=C2\NC(=O)/C(=C/c3cn(Cc4ccccc4)c4ccccc34)S2)nc1C | 97 | 98 | 100 | 107 | 95 | 100 | 96 | 97 | 99
68 | CC1=Nc2ccc([N+](=O)[O-])cc2N=C(C)C1 | 103 | 106 | 94 | 103 | 101 | 110 | 80 | 100 | 100
69 | COC(=O)C1(C)CCCC2(C)C1CCC13OCC(CC21)C(O)(C(C)C)C3O (stereo not drawn) | 102 | 104 | 101 | 107 | 103 | 102 | 103 | 104 | 105
70 | C=C(C)[C@@H]1CC=C2c3sc(Nc4ccccc4C(F)(F)F)nc3C[C@@H](C)[C@]2(C)C1 | 98 | 98 | 89 | 102 | 95 | 106 | 86 | 87 | 80
71 | CC[C@H](Nc1ncnc(N)c1C(N)=O)c1nc2cccc(NCc3ccc(C(=O)NO)cc3)c2c(=O)n1-c1ccccc1 | 90 | 90 | 68 | 67 | 89 | 86 | . | 105 | 67

Compound activity (PubChem)
